Compound activity: PubChem, SRMLSC
SKBR3 24h inh: SK-BR-3 proliferation inhibitors, primary screen, cell-based, human, 24 h | SK-BR-3 viability, CellTiter-Glo ATP luminescence; active compounds read low | viability, % at 10 µM | hit rate 0.47% among 41,000;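 active means viability at or below the median of all test compounds minus 3 SD, in both replicates if run twice, cut at about 45% in these data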;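 further: 100% = median untreated cell wells and 0% = median positive control drug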
* hit, by the source's call. The list is partial, so the mix of outcomes need not match the whole.

SMILES	SKBR3 24h inh
CCN1CCCC1CNC(=O)Cn1cnc2ccc(S(=O)(=O)N3CCC(C)CC3)cc2c1=O (stereo not drawn)	68
COc1ccc(-n2c(C)c(C(C)=O)c3cc(O)ccc32)cc1	133
c1csc(Cc2nc3ccccc3[nH]2)c1	99
C(=N\c1nccs1)/c1c[nH]c2ccccc12	97
c1ccc(-c2ccccc2-n2cnnn2)cc1	108
COc1cccc(N2CC(C(=O)Nc3c(C)cccc3C)CC2=O)c1 (stereo not drawn)	99
Cc1ccc(-c2nnn(CC(=O)N3CCN(c4nc5ccccc5s4)CC3)n2)cc1	124
CCCCOC(=O)Nc1cc(C(=O)OC)ccc1C(=O)OC	113
CC1(C)CC(=O)C2=C(C1)N(c1cccc(O)c1)C1=C(C2)C(=O)CC(C)(C)C1	81
COc1ccc(N2C(=O)C3C4C=CC(C4)C3C2=O)nn1 (stereo not drawn)	94
CCc1cc2c(=O)c(-c3nc4ccccc4n3C)c(C(C)C)oc2c(CN2CCN(C)CC2)c1O	87
CCc1cc2c(=O)c(-c3cscn3)coc2c(CN(C)C)c1O	98
COc1ccccc1-c1cc(C(=O)Nc2cc(C)n(Cc3ccc(Cl)cc3)n2)no1	51
CNC(=O)/C(=N\O)c1ccccc1	93
Cc1ccc(-c2nn3c(C)nnc3s2)cc1NC(=O)c1cccnc1	85
C=CCNc1nc(N)c(C(=O)Nc2cc(C)on2)s1	89
Cc1cc(C(N)=O)c2cc(Br)ccc2n1	96
O=C1C2C(C(=O)N1Cc1ccco1)C1C=CC2C12CC2 (stereo not drawn)	86
Cc1cccc(NCc2ccccc2O)c1C	80
C/C(=N\O)c1ccc2[nH]ccc2c1	97
C=CCNS(=O)(=O)c1ccc(OC)c(C)c1	107
Cc1ccc(S(=O)(=O)O)c(C)c1N1CCCC1=O	83
OC[C@H]1O[C@@H](n2cnc3c(NC4CCCC4)ncnc32)[C@H](O)[C@@H]1O	99
Cc1cc(NCCN(C)C)n2nc(-c3cccs3)cc2n1	75
Cc1ccc(Cn2c(SCc3cccnc3)nc3c2c(=O)n(C)c(=O)n3C)cc1	99
O=C(CCN1CCCCCC1)Nc1ccc(F)cc1	87
CCc1nc(OCCN(C)C)c2oc3ccccc3c2n1	84
CCOc1ccccc1N(CC(=O)NC(C)(C)C)C(=O)c1ccc(CN2CCOCC2)o1	106
Cc1nn2c(N3CCN(C(=O)c4ccco4)CC3)cc(C(C)(C)C)nc2c1-c1ccccc1	98
CC(C)Cc1c(O)nc(SCCN2CCOCC2)[nH]c1=O	76
CCC(C(=O)c1ccc(O)cc1)c1ccccc1 (stereo not drawn)	97
O=C(O)C1CC(=O)N(CCc2c[nH]c3ccccc23)C1 (stereo not drawn)	110
COCCOCCn1c(CCCO)nc2ccccc21	90
CC(C)Cc1nc2oc3c(NCc4cccnc4)ncnc3c2c2c1CCC2	97
O=C(CNS(=O)(=O)c1ccc(Br)s1)Nc1ccc2c(c1)OCCO2	86
CCOC(=O)c1cc2sccc2n1CC(=O)N1CCN(C(=O)c2ccco2)CC1	96
CSc1sc(C(=O)O)c2c1C(=O)CCC2	109
C=CCn1c(SCC(=O)Nc2c(C)cccc2C)nnc1-c1ccncc1	84
CCOCc1nc(C)c(Cl)c(NS(=O)(=O)c2ccc(N)cc2)n1	104
Cc1nn(C(=O)c2cc3sccc3[nH]2)c(C)c1C	86
O=C(CN1C(=O)C2C3C=CC(C3)C2C1=O)NCCC1=CCCCC1 (stereo not drawn)	87
COc1ccc(-c2csc(N(CCCN(C)C)C(=O)c3cccs3)n2)cc1	91
C/C(N)=C(/C#N)C(=O)CSc1n[nH]c(-c2ccccc2Br)n1	112
O=C(NCc1ccc(Cl)c(Cl)c1)c1ccco1	86
N#CCSc1nnc(COc2cccc3ccccc23)n1-c1cccc(Cl)c1	96
CCN(CC)CCOC(=O)C1(c2ccccc2)CCOCC1	112
Cc1c(C2N3CC4(C)CN2CC(C)(C3)C4=O)c2ccccc2n1C (stereo not drawn)	95
Cc1ccc(C)c(S(=O)(=O)C(C#N)c2nc3ccccc3nc2N2CCCC2)c1 (stereo not drawn)	76
Fc1ccccc1OCCCCn1cncn1	100
Cn1nc(-c2ccccc2F)c2cc(C(=O)N3CCN(C(=O)c4ccco4)CC3)sc21	111
COc1ccc(-n2nnnc2SCC(=O)N2C(C)CCCC2C)c(OC)c1 (stereo not drawn)	82
O=C(NC1CCCCC1)C(c1ccco1)N(Cc1ccco1)C(=O)c1ccco1 (stereo not drawn)	62
N#CCCNCC1(c2ccccc2)CCCC1	77
Cc1ccc(C2/C(=C(\O)c3c(C)nc4ccccn34)C(=O)C(=O)N2CCCN(C)C)o1 (stereo not drawn)	86
CC1(C)NC(=O)N(CCCCOc2ccc3c(c2)CCC3)C1=O	82
Cc1occc1-c1nnc(SCC(=O)NCc2ccco2)n1CC(C)C	103
CC(=O)Nc1cc2c(cc1C(=O)c1ccc(C)cc1)OCCO2	101
O=C(O)COc1cccc2nsnc12	102
CCC1CC2(C)NC(=O)c3c(sc4c3CC(C)(C)OC4)N2C1=O (stereo not drawn)	106
CC1(C)CC(=O)C2=C(C1)OC(N)=C(C#N)C2C1C=CCCC1 (stereo not drawn)	128

Other structures follow.
SMILES	SKBR3 24h inh
CC1=C(C(=O)Nc2ccccn2)C(c2cccnc2)n2nnnc2N1 (stereo not drawn)	112
Cc1cc(C)c2c(n1)nn1c(N3CCN(c4cccc(Cl)c4)CC3)cc(C)nc21	94
CCN1CCCC1CN(Cc1cc2cc(C)cc(C)c2[nH]c1=O)C(=O)Nc1ccccc1OC (stereo not drawn)	89
CCCN(CCC(=O)Nc1ccccc1F)CC1CC1	97
COC(=O)c1cccc(NC(=O)C2COc3ccccc3O2)c1C (stereo not drawn)	92
CCCCNC(=O)CN(C1CCCCC1)S(C)(=O)=O	100
CCc1ccccc1N1CC(C(=O)O)CC1=O (stereo not drawn)	79
Cn1c(=O)c2c(-c3ccc(C(C)(C)C)cc3)n(N3CCOCC3)cc2n(C)c1=O	99
Nc1ccc2oc(-c3cccc4ccccc34)nc2c1	91
COc1cccc2[nH]c3c(N4CCN(Cc5ccc6c(c5)OCO6)CC4)ncnc3c12	65
COc1cc2c(cc1OC)CN(C(=O)COc1ccc(C)c(C)c1)CC2	110
CCCCOC(=O)c1ccc(OC(=O)c2cccnc2)cc1	94
Clc1cccc(NCc2nnc(SCc3ccccc3)o2)c1	83
Cc1nc2sc(C(c3ccc(F)cc3)N3CCOCC3)c(O)n2n1 (stereo not drawn)	78
COc1ccc(C(=O)OCc2cc3cccc(C)c3[nH]c2=O)cc1	94
N/C(=N\O)C1COc2ccccc2O1 (stereo not drawn)	86
CC(=O)Oc1oc(-c2ccccc2)nc1/C=N/c1ccccn1	69
O=C(NC1=NCCS1)c1csc2ccccc12	75
Cc1cc(NS(=O)(=O)Cc2ccccc2)no1	87
CCOCC(=O)Nc1ccc(S(=O)(=O)N2CCOCC2)cc1	95
CCOc1ccc(CCNS(=O)(=O)c2cccc3nsnc23)cc1OCC	91
COc1ccc(N2C(=O)CCC(C(=O)N3CCCCCC3)C2c2ccc(OC)c(OC)c2)cc1 (stereo not drawn)	89
Cn1c2c(c3ccccc31)CC/C2=N\O	125
CCCCn1nnnc1SCC(=O)Nc1cccc(C)n1	103
Cn1ccnc1C(O)c1ccc(OCc2ccccc2)cc1 (stereo not drawn)	94
NC(=O)SCC(=O)Nc1ccc(Cl)c(Cl)c1	117
CN1CCN(/C=N/c2c(C#N)cnn2Cc2ccccc2)CC1	80
CC(C)Cn1c(CN2C(=O)c3ccccc3C2=O)nc2ccccc2c1=O	97
O=C(c1ccco1)N1CCN(C(c2ccc(Cl)cc2)c2nnnn2CC2CCCO2)CC1 (stereo not drawn)	96
C/[N+]([O-])=C1\Cc2ccccc2C1=O	89
Cn1cnnc1Sc1nc2c(c(=O)n(C)c(=O)n2C)n1Cc1ccccc1Cl	102
O=C(CCC1CCCC1)Nc1ccc(Br)cn1	88
CCOC(=O)CSc1nnc(CNC(=O)c2cccs2)n1-c1cc(OC)ccc1OC	90
O=C(OCc1cc2ccccc2[nH]c1=O)C1CCCCC1	99
Cc1cccc(OCC(=O)Nc2cccc(-c3nnc(-c4ccccc4)o3)c2)c1C	105
CCC(Oc1ccccc1)C(=O)Nc1ccc(-c2nnc(-c3ccco3)o2)cc1 (stereo not drawn)	100
CCOc1ccc(OCC)c(NC(=O)CSc2nnc(Cn3cnc4ccccc43)n2C)c1	100
CCOC(=O)COn1c(=O)c(=O)n(OC)c2ccccc21	107
N#Cc1nc(COc2ccc(Cl)cc2)oc1N1CCCCCC1	92
O=C(Nc1nnc(-c2ccncc2)s1)C1CCCO1 (stereo not drawn)	94

Some values from the results shown.
Result for CCOC(=O)COn1c(=O)c(=O)n(OC)c2ccccc21 in SKBR3 24h inh: 107
Result for CCOc1ccc(OCC)c(NC(=O)CSc2nnc(Cn3cnc4ccccc43)n2C)c1 in SKBR3 24h inh: 100
Result for CCOc1ccc(CCNS(=O)(=O)c2cccc3nsnc23)cc1OCC in SKBR3 24h inh: 91
Result for Cc1cccc(OCC(=O)Nc2cccc(-c3nnc(-c4ccccc4)o3)c2)c1C in SKBR3 24h inh: 105
Result for CCCCn1nnnc1SCC(=O)Nc1cccc(C)n1 in SKBR3 24h inh: 103
Result for Cn1c2c(c3ccccc31)CC/C2=N\O in SKBR3 24h inh: 125
Result for COc1ccc(N2C(=O)CCC(C(=O)N3CCCCCC3)C2c2ccc(OC)c(OC)c2)cc1 (stereo not drawn) in SKBR3 24h inh: 89
Result for N#Cc1nc(COc2ccc(Cl)cc2)oc1N1CCCCCC1 in SKBR3 24h inh: 92
Result for Cn1cnnc1Sc1nc2c(c(=O)n(C)c(=O)n2C)n1Cc1ccccc1Cl in SKBR3 24h inh: 102
Result for NC(=O)SCC(=O)Nc1ccc(Cl)c(Cl)c1 in SKBR3 24h inh: 117
Result for O=C(c1ccco1)N1CCN(C(c2ccc(Cl)cc2)c2nnnn2CC2CCCO2)CC1 (stereo not drawn) in SKBR3 24h inh: 96
Result for CCOC(=O)CSc1nnc(CNC(=O)c2cccs2)n1-c1cc(OC)ccc1OC in SKBR3 24h inh: 90

Continuation:
SMILES	SKBR3 24h inh
CCc1nc(C)ccc1OCC(=O)NCCCN(C)C	87
Cc1cnn(C(=S)NCc2ccco2)c1	89
c1coc(-c2nc3nc4ccccc4nc3n2-c2ccc3c(c2)OCCO3)c1	90
C1CCC2(CC1)OCC1(CO2)COC2(CCCCC2)OC1	99
COCCNC(=O)c1cnn2c(C(F)(F)F)cc(-c3ccc4c(c3)OCO4)nc12	100
Cc1cc(C(=O)CSc2nnc(-c3ccco3)o2)c(C)n1Cc1ccco1	74
CN(C)C=Nc1ncc2c3ccccc3n(CCN(C)C)c2c1C#N	96
Cn1c(=O)c2c(nc(CN3CCN(c4ccccc4)CC3)n2Cc2ccccc2Cl)n(C)c1=O	114
O=C(NC1CCCCC1)C1CCCN(S(=O)(=O)c2cccs2)C1 (stereo not drawn)	80
COc1ccccc1Nc1nc(N)nc(CN2CCC(Cc3ccccc3)CC2)n1	75
O=C(NC12CC3CC(CC(C3)C1)C2)N1CCC(n2nnc3ccccc32)CC1	90
Cc1cc(C)nc(-n2nc(C)cc2NC(=O)c2cccc(S(=O)(=O)N(C)C)c2)n1	54
CCOC(=O)c1cnn2c(C)cc(-c3ccccc3)nc12	90
COc1ccc(CCn2c(C)cc3c(c2=O)C(c2ccncc2)C(C#N)=C(N)O3)cc1OC (stereo not drawn)	104
CCOC(=O)N1CCC(NC(=O)c2cc(S(=O)(=O)N3CCc4ccccc43)cn2C)CC1	83
COc1ccccc1-c1cc(C(=O)N2CCN(c3ccc(F)cc3)CC2)no1	49
CCCCn1c(NCCO)nc2ccccc21	103
COc1cc(NC(=O)NCCN2CCN(c3ccc(Cl)cc3)CC2)ccc1C	103
CCCc1cc(C(N)=O)c(NC(=O)c2ccoc2C)s1	91
COc1cccc(-c2nnc3sc(-c4ccccn4)nn23)c1	75
CCc1nnc(NC(=O)CCC(=O)N2CCN(C3CCCCC3)CC2)s1	92
CS(=O)(=O)NCc1ccc(C(=O)NCCOc2ccccc2)cc1	100
O=S(=O)(c1ccc(Br)s1)N1CCN(c2ccccc2)CC1	73
NC(=O)c1ncn([C@@H]2O[C@H](CO)[C@@H](O)[C@H]2O)n1	102
CCCCCn1c(N2CCN(c3cccc(Cl)c3)CC2)nc2c1c(=O)[nH]c(=O)n2C	93
COc1ccc2nc(NCCCNC(=O)c3cc(OC)c(OC)c(OC)c3)c(C#N)cc2c1	82
CCOC(=O)c1cccc(NC(=O)Nc2cc(OC)ccc2OC)c1	79
CCCc1cc(C(=O)Nc2nccs2)cs1	97
COc1cc(C(=O)NC2CC3CCCC(C2)N3CC(=O)Nc2ccccc2)cc(OC)c1OC (stereo not drawn)	95
CCn1c(COc2ccc(C)cc2)nnc1SCC(=O)Nc1cc(OC)ccc1OC	73
Cn1nccc1C(=O)Nn1cnnc1	94
CCn1c(SCC(=O)Nc2ccc(OCc3ccccc3)cc2)nnc1-c1ccco1	100
CCOC(=O)N1CCC(NC(=O)c2cc(C(=O)Nc3cccc(OC)c3)ccc2CO)CC1	97
C1=C(N2CCOCC2)/C(=C/c2nc3ccccc3[nH]2)CC1	96
CCNC(=O)CCc1nc(-c2ccc(C(C)(C)C)cc2)no1	96
CC(=O)Nc1ccc(N/C=C/C(=O)C(C)(C)C)cc1	83
Cc1nc(NCc2ccc3c(c2)OCO3)c2oc3ccccc3c2n1	87
Cc1cc(C)nc(NC(=O)CSc2nn(C)c(=S)s2)n1	94
Cc1ccc(S(=O)(=O)NCCCCCC(=O)N(C)C)cc1	59
O=C(c1nc2ncccn2n1)N1CCc2ccccc2C1	113
CSc1nc(SCC(=O)NCc2ccco2)c2c3c(sc2n1)CN(C)CC3	94
CCCN(CCC)C(=O)CCS(=O)(=O)c1cccc2nsnc12	93
c1ccc(C(Cc2nc(-c3cccnc3)no2)c2ccccc2)cc1	97
CCOC(=O)N1CCC(NC(=O)c2cnn3c2NC(c2ccco2)CC3C(F)(F)F)CC1 (stereo not drawn)	91

Five compounds from above, arranged by SMILES length, smallest number first.
SMILES	SKBR3 24h inh
CCCN(CCC)C(=O)CCS(=O)(=O)c1cccc2nsnc12	93
Cc1nc(NCc2ccc3c(c2)OCO3)c2oc3ccccc3c2n1	87
c1ccc(C(Cc2nc(-c3cccnc3)no2)c2ccccc2)cc1	97
CSc1nc(SCC(=O)NCc2ccco2)c2c3c(sc2n1)CN(C)CC3	94
CCOC(=O)N1CCC(NC(=O)c2cnn3c2NC(c2ccco2)CC3C(F)(F)F)CC1 (stereo not drawn)	91
